Screens from PubChem.
TCR-CD3 inh: inhibitors of human TCR-CD3 interaction, primary screen, biochemical, fluorescence, TAMRA-labeled TCR probe | T-cell receptor (TCR) | inhibition, % at 9.4 µM | hit rate 0.37% among 360,000; in the data active means inhibition above about 19%;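 further: recombinant mutant TCR 2C K166C tagged with TAMRA read by polarization; 0% = receptor in buffer alone and 100% = receptor with positive control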
rCAG binder: binders of r(CAG) RNA repeats, primary screen, biochemical, fluorescence. AID 651821, 2012. inhibition, % at 3 µM. hit rate 1.3% among 370,000. r(CAG) RNA repeat, TO-PRO-1 dye displacement fluorescence;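 active means inhibition above the plate cutoff, the mean of all test compounds on that plate plus 3 SD, cut at about 35% in these data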;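 further: 0% = DMSO alone and 100% = 100 µM mitoxantrone as full dye displacement; higher means more dye released from RNA so lower well fluorescence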
HTRA1 inh: HTRA1 serine protease inhibitors, primary screen, biochemical, fluorescence polarization, HTS. Q92743. recombinant HTRA1, FP-rhodamine activity-based probe. inhibition, % at 5.96 µM. hit rate 0.5% among 340,000. AID 504803, 2011; in the data active means inhibition above about 36%;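 further: 0% = enzyme with DMSO and 100% = wells lacking enzyme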
NPR2 activator: human GC-B receptor activators, primary screen, HEK293 GC-B cells, cGMP TR-FRET, EC30 CNP; Atrial natriuretic peptide receptor 2 (Homo sapiens), P20594; 0% at EC30 CNP, 100% saturating CNP; activation, % at 10 µM; hit rate 0.11% among 370,000; AID 1920062, 2024;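 active means activation at 10 µM reaching about 35% in either raw or pattern-adjusted values, limit read from the data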
Target sequence (P20594 whole entry, looked up): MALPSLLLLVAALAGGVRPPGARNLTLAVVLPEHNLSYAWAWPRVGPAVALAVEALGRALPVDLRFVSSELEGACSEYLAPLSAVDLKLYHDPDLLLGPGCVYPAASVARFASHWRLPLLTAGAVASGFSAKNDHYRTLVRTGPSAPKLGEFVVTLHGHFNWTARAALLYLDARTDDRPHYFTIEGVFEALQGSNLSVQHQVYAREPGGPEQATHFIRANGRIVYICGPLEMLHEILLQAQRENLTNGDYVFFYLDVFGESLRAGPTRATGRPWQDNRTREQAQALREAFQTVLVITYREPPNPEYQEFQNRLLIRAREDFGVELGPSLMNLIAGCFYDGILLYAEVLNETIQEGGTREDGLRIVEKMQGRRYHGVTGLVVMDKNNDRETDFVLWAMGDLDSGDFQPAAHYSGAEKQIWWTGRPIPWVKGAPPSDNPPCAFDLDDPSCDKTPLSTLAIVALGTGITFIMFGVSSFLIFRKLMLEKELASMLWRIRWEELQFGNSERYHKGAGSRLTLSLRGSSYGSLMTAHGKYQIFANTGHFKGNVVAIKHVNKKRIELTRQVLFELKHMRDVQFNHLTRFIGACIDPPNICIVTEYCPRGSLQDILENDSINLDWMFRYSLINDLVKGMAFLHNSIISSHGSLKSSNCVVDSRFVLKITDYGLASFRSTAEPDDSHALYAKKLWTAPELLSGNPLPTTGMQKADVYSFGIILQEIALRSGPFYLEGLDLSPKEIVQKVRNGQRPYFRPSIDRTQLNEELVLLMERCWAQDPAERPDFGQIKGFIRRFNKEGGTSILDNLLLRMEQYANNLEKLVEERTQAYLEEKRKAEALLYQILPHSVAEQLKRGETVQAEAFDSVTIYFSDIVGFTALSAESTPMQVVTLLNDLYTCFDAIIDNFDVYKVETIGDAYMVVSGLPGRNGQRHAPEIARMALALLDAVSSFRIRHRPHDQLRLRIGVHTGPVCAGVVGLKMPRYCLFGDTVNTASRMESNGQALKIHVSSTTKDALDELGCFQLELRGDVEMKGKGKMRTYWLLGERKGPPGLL
PRMT1 FP inh: PRMT1 methyltransferase inhibitors, primary screen, biochemical, fluorescence polarization; inhibition, % at 2.79 µM; recombinant PRMT1, activity-based probe fluorescence polarization; hit rate 1.3% among 370,000; Protein arginine N-methyltransferase 1 (Homo sapiens), Q99873;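 active means inhibition above about 21% made by adding two undisclosed values, limit read from the data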
GC-A act: GC-A stimulated cGMP production enhancers – HEK293 GC-A cells, cGMP TR-FRET, EC30 ANP, primary screen; 0% at EC30 ANP, 100% saturating ANP; activation, % at 10 µM; hit rate 0.14% among 370,000; in the data active means activation above about 40%
SIAE inh: human SIAE inhibitors, primary screen, biochemical, fluorescence polarization, FP-Rh probe, 1536-well HTS; SIAE FP-Rh probe binding; Sialate O-acetylesterase (Homo sapiens), Q9HAT2; AID 1053197, 2014; hit rate 0.69% among 370,000; inhibition, % at 9.66 µM;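 active means inhibition above a cutoff: mean of compounds within the control limits plus 3 SD of those, cut at about 17% in these data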;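 further: 0% = plate median of compound wells and 100% = probe without SIAE protein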
UHRF1 binding: UHRF1 methylated DNA binding inhibitors, primary screen, counter-screen for MBD2 inhibitor project, biochemical, TR-FRET, human UHRF1, single concentration | E3 ubiquitin-protein ligase UHRF1 (Homo sapiens), Q96T88 | UHRF1 binding to methylated oligo | inhibition, % at 4.4 µM | hit rate 0.75% among 370,000; in the data active means inhibition above about 21%;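 further: UHRF1 SRA domain binding a hemimethylated CpG hairpin DNA probe; 0% = median of test compound wells and 100% = reference inhibitor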
mABHD4 FP: ABHD4 inhibitors, primary screen, biochemical, fluorescence polarization, mouse; (Lyso)-N-acylphosphatidylethanolamine lipase (Mus musculus), Q8VD66; purified mABHD4, FP-Rh probe fluorescence polarization; inhibition, % at 8.92 µM; hit rate 0.54% among 370,000; AID 720543, 2013;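 active means inhibition exceeding the mean over every tested compound plus 3 SD, cut at about 30% in these data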;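 further: 0% = plate median of compound wells and 100% = S159A mutant with DMSO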
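Test system: mABHD4 protein; Read-out basis: % inhibition; Incubation: 45 min + 60 min at 25 °C; Repeats: single replicate; Technique: fluorescence polarization with parallel and perpendicular emission, 525/598 nm; Compound: 8.92 µM, single dose; Benchmarks: full inhibition S159A mutant plus DMSO, zero as sample-well median.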
MBD2 DNA inh: inhibitors of MBD2 binding to methylated DNA, primary screen, biochemical, TR-FRET, DNA-binding domain, human. AID 686964, 2013. MBD2 binding to methylated oligonucleotide. inhibition, % at 4.4 µM. Methyl-CpG-binding domain protein 2 (Homo sapiens), Q9UBB5. hit rate 0.31% among 370,000; in the data active means inhibition above about 13%
Numbers without * were called inactive; · = no result given. These rows are one share of the data; rates above refer to the full screens.

SMILES	TCR-CD3 inh	rCAG binder	HTRA1 inh	NPR2 activator	PRMT1 FP inh	GC-A act	SIAE inh	UHRF1 binding	mABHD4 FP	MBD2 DNA inh
Cc1ccc([N+](=O)[O-])cc1NC(=O)CSc1n[nH]c(-c2cccnc2)n1	1	4	5	0	-2	-5	0	0	0	1
CCN(CC(=O)Nc1cccc(OC)c1)CC(=O)Nc1ccccc1C	3	-5	0	-5	0	-4	3	0	3	1
COc1ccc(-c2ccc(SCC(=O)c3ccccc3)nn2)cc1OC	-9	1	-11	3	4	5	1	3	-2	6
CCOC(=O)C1CCCN(C(=O)CN2C(=O)C(CC)Oc3ccc(C)cc32)C1 (centres undefined)	7	-4	2	4	2	-1	-4	1	6	0
COc1cc(C(Nc2ccc(S(=O)(=O)N3CCC(C)CC3)cc2)C(=O)NCC2CCCO2)cc(OC)c1OC (centres undefined)	-2	-1	7	6	2	-1	-8	2	8	0
COc1cccc(-c2csc(N3CCN(CC(=O)NNC(=O)c4ccc(Br)cc4)CC3)n2)c1	-2	5	-9	-3	3	-5	-22	1	-20	0
CCOc1ccccc1NC(=O)N1CCC(n2nnc3cc(C)ccc32)CC1	-8	-2	-5	-8	4	-7	-7	8	-17	9
Cc1ccc(C)c(NC(=O)Cc2nc(CNCC(C)C)cs2)c1	0	2	0	-3	4	-1	-2	-1	2	3
C=CCn1c(C)cc(C(=O)COC(=O)c2ccc(N)c([N+](=O)[O-])c2)c1C	-2	2	-24	7	2	3	-1	2	-3	2
CCC(Oc1ccccc1)C(=O)N1CCN(C(=O)C(CC)Oc2ccccc2)CC1 (centres undefined)	2	-8	3	-3	-3	1	0	3	3	-1
CC(=O)c1cc(-c2ccccc2)c(=O)n2c1CCC2	·	5	·	-3	0	-3	0	-2	3	-4
CC(=O)N1CCN(S(=O)(=O)c2cccc(C(=O)Nc3nc4c(s3)CCCC4)c2)CC1	5	7	0	-3	-5	-4	-6	-2	-5	-2
CCCCC(=O)Nc1ccc(NC(=S)NC(=O)CC(C)C)cc1OC	0	-1	-1	5	-3	5	1	2	7	-3
COC(=O)[C@H](Cc1ccccc1)NC(=O)Nc1ccc(S(N)(=O)=O)cc1	0	3	-3	3	1	3	6	1	5	3
CC(c1ccccc1)N1CC[C@H]2C=CC[C@@H](C(=O)Nc3cccc(Cl)c3)[C@H]2C1=O (some centres undefined)	·	·	·	-5	1	-1	2	3	-10	2
CCN(CC)S(=O)(=O)c1ccc(C(C)NC(=O)Cc2c[nH]c3ccccc23)cc1 (centres undefined)	-1	0	-5	3	1	-5	4	3	2	-1
Cc1cc(NC(=O)C(=O)NCc2cccc(Cl)c2)no1	-3	-2	-8	-1	5	0	-1	1	-3	-2
Cc1cccc(-c2n[nH]c(=S)n2/N=C/c2ccco2)c1	3	1	2	-5	3	0	-3	-2	0	3
C=C1C(=O)[C@@]23[C@H](O)C[C@@H]4C(C)(C)CC[C@H](O)[C@@]4(C)[C@@H]2CC[C@@H]1[C@H]3O	-10	8	1	1	7	-2	-2	2	-11	9
O=C(NCc1ccncc1)C(=O)NCc1ccco1	-3	3	6	1	7	0	-3	4	8	1
COC(=O)C1Cc2c([nH]c3ccccc23)C2CCC(=O)N12 (centres undefined)	-15	14	6	-5	6	0	-8	-5	-4	-1
CC[C@@H]1C=C(C(=O)O)[C@H](c2ccc(Cl)c(Cl)c2)N1S(=O)(=O)c1ccc(C)cc1	6	46*	-7	1	-1	-3	3	-1	-4	0
Cc1c(C(=O)N2CCCC(C(F)(F)F)C2)oc2ccccc12 (centres undefined)	1	3	-4	-5	0	2	-4	2	3	3
O=C(OCC(=O)c1cccs1)C1=COCCO1	0	1	5	0	-2	2	-1	1	0	0
C=CCn1c(SCC(=O)NC2CC2)nnc1-c1ccccn1	5	-3	2	3	1	2	-4	2	18	1

Results in SIAE inh, MBD2 DNA inh and NPR2 activator (five entries from above):
| Compound | SIAE inh | MBD2 DNA inh | NPR2 activator |
| --- | --- | --- | --- |
| CCN(CC)S(=O)(=O)c1ccc(C(C)NC(=O)Cc2c[nH]c3ccccc23)cc1 (centres undefined) | 4 | -1 | 3 |
| Cc1cc(NC(=O)C(=O)NCc2cccc(Cl)c2)no1 | -1 | -2 | -1 |
| Cc1cccc(-c2n[nH]c(=S)n2/N=C/c2ccco2)c1 | -3 | 3 | -5 |
| C=C1C(=O)[C@@]23[C@H](O)C[C@@H]4C(C)(C)CC[C@H](O)[C@@]4(C)[C@@H]2CC[C@@H]1[C@H]3O | -2 | 9 | 1 |
| O=C(NCc1ccncc1)C(=O)NCc1ccco1 | -3 | 1 | 1 |

A few values from the results shown:
Cc1cccc(-c2n[nH]c(=S)n2/N=C/c2ccco2)c1 in UHRF1 binding = -2
C=CCn1c(SCC(=O)NC2CC2)nnc1-c1ccccn1 in TCR-CD3 inh = 5

Following part.
SMILES	TCR-CD3 inh	rCAG binder	HTRA1 inh	NPR2 activator	PRMT1 FP inh	GC-A act	SIAE inh	UHRF1 binding	mABHD4 FP	MBD2 DNA inh
CCOC(=O)CNC(=O)C1CCCc2c1[nH]c1ccc(Cl)cc21 (centres undefined)	5	-1	-8	-6	0	-4	9	0	-5	1
CC(C)Cn1cc(F)c(=O)n(CC(C)C)c1=O	5	-2	-1	5	-1	-2	-1	-1	3	1
Cc1cn([C@H]2C[C@H](N=[N+]=[N-])[C@@H](CO)O2)c(=O)[nH]c1=O	2	1	1	-2	-3	4	3	-1	2	0
N#Cc1cc2c(nc1SCc1cccnc1)CCCC2	9	-1	-8	-2	20	-1	1	1	-3	0
Cc1ccc(NS(=O)(=O)c2ccc(OCC(=O)NCc3ccncc3)cc2)cc1	4	3	-4	-5	-5	-6	-5	0	-2	-5
CCS(=O)(=O)c1ccc(O)c(N2C(=O)C3C4C=CC(C4)C3C2=O)c1 (centres undefined)	-8	-3	3	0	10	-2	-3	7	-12	7
Cc1cccc(CN2CCN(C(c3ccccc3)c3ccc(Cl)cc3)CC2)c1 (centres undefined)	7	3	-8	-3	-1	-8	1	1	21	-2
O=S(=O)(c1ccc2oc(=S)[nH]c2c1)N1CCCCC1	1	4	-3	1	4	3	-2	0	12	-1
O=C(NCc1ccccn1)C1CC(c2ccc(Cl)c(Cl)c2)=NO1 (centres undefined)	0	0	4	-3	2	5	3	3	-7	6
C=CCN1C(=O)/C(=C2\SC(N3CCOCC3)=NC2=O)c2cc(Br)ccc21	0	5	6	10	1	14	-1	0	-1	-4
N#CCCn1c(SCC(=O)NCc2ccco2)nc2ccccc21	-12	7	6	-1	18	2	-2	5	0	9
Cc1noc(C)c1C(=O)Nc1nc(-c2ccccc2Cl)cs1	-3	0	-6	-4	0	6	-2	-1	6	8
COc1ccc(C(C(=O)NCC2CCCO2)N(C(=O)CNC(=O)c2cccs2)c2ccc(C(C)=O)cc2)cc1OC (centres undefined)	6	-4	7	2	-4	4	2	1	0	0
Cc1cc(C)cc(S(=O)(=O)c2cn(C)c3cc(N4CCN(C)CC4)c(F)cc3c2=O)c1	7	-4	0	1	-4	1	1	0	0	-2
Cc1ccc(N(C)S(=O)(=O)c2c(C)[nH]c(C)c2C(=O)N2CCCC2)cc1	-13	-3	4	-3	3	1	0	4	-4	6
O=C(Nc1cccc(C2=NCCN2)c1)Nc1cccc(C2=NCCN2)c1	-4	9	-1	4	1	17	-2	8	5	0
O=C(Cc1n[nH]c(=O)c2ccccc12)OCC(=O)c1ccc2c(c1)OCCO2	2	3	3	-4	-1	4	-3	-2	0	-3
Cc1cc(C)n(CC(O)CN2C(=O)NC(C)(C)C2=O)n1 (centres undefined)	-4	-3	-2	-1	-1	1	-1	0	-4	-1
Cc1[nH]c2c(C)cccc2c1CCNS(=O)(=O)c1cccc([N+](=O)[O-])c1	-5	6	4	-1	-1	-3	5	-1	1	-5
Cc1c(NC(=O)c2ccc3c(c2)OCO3)cccc1-c1nc2ccccc2o1	-1	-2	-12	-3	0	0	-2	0	-4	-3
COCCN(C(=O)c1ccccc1OC)c1nnc(C)s1	-3	-3	0	0	3	1	4	2	3	5
Cn1cc(CN2CCC(CO)CC2)c(-c2ccc(Oc3ccccc3)cc2)n1	-4	-9	1	0	-1	0	1	2	-2	4
CCOC(=O)N1CCN(C(=O)C[C@@H]2C[C@]3(C(=O)OCC)CCC4=C3N(CCC4)C2=O)CC1	·	2	·	4	-2	3	-1	2	3	0
CCOc1ccc(/C=C2\SC(=S)N(CCC(=O)N(CCO)c3ccccc3)C2=O)cc1	-5	11	-92	-9	1	-4	-4	1	-5	-3
Cn1c(COc2ccc(C(=O)O)cc2)nc2ccccc21	3	-1	-4	7	-5	-3	-5	-2	5	-5
CCn1ncc(CN2CCC(Oc3cc(C(=O)NC4CC4)ccc3OC)CC2)c1C	0	-3	4	-2	6	1	2	2	10	-5
CN(C)CC(C)(C)CNC(=S)Nc1ccc(S(=O)(=O)N2CCOCC2)cc1	5	0	-2	-3	-1	0	3	-2	9	1
COCCNC(=O)c1cc2c(=O)[nH]c3ccccc3c2s1	-4	9	3	1	2	8	2	-1	3	-3

Pulled by structure from the list above (2):
SMILES	TCR-CD3 inh	rCAG binder	HTRA1 inh	NPR2 activator	PRMT1 FP inh	GC-A act	SIAE inh	UHRF1 binding	mABHD4 FP	MBD2 DNA inh
Cc1cccc(CN2CCN(C(c3ccccc3)c3ccc(Cl)cc3)CC2)c1 (centres undefined)	7	3	-8	-3	-1	-8	1	1	21	-2
N#Cc1cc2c(nc1SCc1cccnc1)CCCC2	9	-1	-8	-2	20	-1	1	1	-3	0
